Efflux pump inh = inhibitors of Candida antifungal efflux pumps expressed in yeast; inhibition, % at 10 µM; AID 485275; 330,000 tested, 0.44% active; S. cerevisiae Candida pump triplex, Nile Red efflux;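 active means plate passing quality check with inhibition over a set limit, or well fluorescence over plate mean plus 4 SD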;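 further: Nile Red retained in pooled yeast measured as flow cytometry median fluorescence; 0% = buffer negative control and 100% = Enniatin B positive control; higher means more Nile Red kept so more efflux inhibition; some compounds called inactive have numbers as strong as hits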
Fam108B inh = blocks mouse Fam108B hydrolase in RBBP9 counter-screen; recombinant Fam108B, FP-Rh probe fluorescence polarization; inhibition, % at 9.51 µM; AID 1947; 300,000 tested, 0.33% active;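 active means inhibition above the screen mean inhibition plus 3 SD, computed separately per campaign, cut at about 18% in these data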;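 further: inhibitors lower polarization as less probe binds the enzyme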
GLD-1 RNA inh = GLD-1-TGE RNA interaction inhibition (C. elegans); inhibition, % at 5.96 µM; 320,000 tested, 0.44% active; purified GLD-1 + fluorescein TGE RNA, fluorescence polarization; AID 2280;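 active means percent inhibition above a per-plate cutoff, the plate mean of test compounds plus 3 SD, cut at about 30% in these data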;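 further: 0% = DMSO wells with GLD-1 and probe and 100% = wells lacking GLD-1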
BCLXL inh = inhibitors of human Bcl-xL | GST-Bcl-xL / FITC-Bim BH3 peptide fluorescence polarization | inhibition, % at 10.9 µM | 320,000 tested, 0.7% active;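 active means inhibition above the mean of all tested compounds plus 3 SD, cutoff set per campaign, cut at about 30% in these data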;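 further: 0% = DMSO wells and 100% = unlabeled Bim-BH3 peptide competitor; inhibitors lower millipolarization by displacing the labeled peptide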
EBNA-1 inh = blocks EBNA-1 binding to DNA | 300,000 tested, 0.34% active | AID 1950 | EBNA-1 DNA binding, fluorescence polarization | inhibition, % at 14.8 µM; in the data active means inhibition above about 28%
ZTA DNA inh = blocks Epstein-Barr virus ZTA, an EBNA-1 counter-screen | ZTA-DNA binding, fluorescence polarization | inhibition, % at 11 µM | 320,000 tested, 0.15% active | AID 2234; in the data active means inhibition above about 33%
Target sequence (P03206 whole entry, looked up): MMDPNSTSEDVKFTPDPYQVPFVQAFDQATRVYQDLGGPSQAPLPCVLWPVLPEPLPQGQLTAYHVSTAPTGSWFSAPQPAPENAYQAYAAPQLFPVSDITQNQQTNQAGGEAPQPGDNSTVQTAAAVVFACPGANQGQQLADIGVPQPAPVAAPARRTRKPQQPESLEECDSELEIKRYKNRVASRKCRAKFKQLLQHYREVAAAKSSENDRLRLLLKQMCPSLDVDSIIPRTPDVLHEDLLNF
MEX-5 binding = C. elegans MEX-5 TCR-2 RNA binding activity; activity score (negative = inhibition of binding), % at 10 µM; MEX-5/FITC-TCR2 RNA binding, fluorescence polarization; active compounds read low; Q9XUB2; 300,000 tested, 0.38% active;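 active means inhibition past about -25% in most replicates, and total fluorescence under double the plate's negative control median, limit read from the data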;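 further: 0% = DMSO and -100% = 5 µM competing unlabeled TCR2 RNA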
Target sequence (Q9XUB2 whole entry, looked up): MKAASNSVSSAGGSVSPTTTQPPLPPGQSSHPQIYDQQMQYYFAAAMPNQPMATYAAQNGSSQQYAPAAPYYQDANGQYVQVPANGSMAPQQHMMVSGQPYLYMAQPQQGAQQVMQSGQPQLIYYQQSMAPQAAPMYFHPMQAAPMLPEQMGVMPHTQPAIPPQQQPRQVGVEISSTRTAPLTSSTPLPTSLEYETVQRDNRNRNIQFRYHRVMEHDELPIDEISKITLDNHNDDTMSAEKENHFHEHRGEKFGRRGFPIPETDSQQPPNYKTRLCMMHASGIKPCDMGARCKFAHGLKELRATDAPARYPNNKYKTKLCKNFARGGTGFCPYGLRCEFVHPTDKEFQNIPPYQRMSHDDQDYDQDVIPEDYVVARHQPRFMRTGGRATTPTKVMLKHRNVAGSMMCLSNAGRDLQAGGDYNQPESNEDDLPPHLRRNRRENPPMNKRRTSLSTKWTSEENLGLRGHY
CR mimetic SO = lowers age-related superoxide in aged yeast cells. S. cerevisiae aged cells, superoxide DHE fluorescence; active compounds read low. superoxide response (% of plate mean), % at 10 µM. 330,000 tested, 0.18% active. AID 2690;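 active means superoxide response under a set limit, about three screen SD below normal, cut at about 65% in these data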;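 further: yeast aged for seven days with compound at 30 °C before DHE staining; 100% = average MFI of all compound-treated wells on the plate with controls excluded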
MCL1 BIM primary = inhibitors of human MCL1 binding to BIM-BH3 peptide. Q07820. GST-MCL1 / FITC-Bim-BH3 fluorescence polarization. inhibition, % at 10.9 µM. 320,000 tested, 0.68% active;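 active means inhibition above the mean inhibition of all tested compounds plus 3 SD, set per campaign, cut at about 40% in these data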;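 further: 0% = DMSO wells and 100% = unlabeled Bim-BH3 peptide control; higher means more loss of mP so more displacement of Bim peptide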
Target sequence (Q07820 whole entry, looked up): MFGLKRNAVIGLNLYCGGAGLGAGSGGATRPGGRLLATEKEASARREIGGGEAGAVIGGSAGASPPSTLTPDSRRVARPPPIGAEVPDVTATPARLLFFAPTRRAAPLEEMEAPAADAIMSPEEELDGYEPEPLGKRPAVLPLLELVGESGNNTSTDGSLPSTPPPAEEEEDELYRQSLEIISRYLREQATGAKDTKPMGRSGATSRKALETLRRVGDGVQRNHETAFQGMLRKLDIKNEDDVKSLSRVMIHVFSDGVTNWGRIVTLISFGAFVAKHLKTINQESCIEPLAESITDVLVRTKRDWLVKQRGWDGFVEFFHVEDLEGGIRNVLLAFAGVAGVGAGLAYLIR
The depositor's hits bear a star; / = not tested or not shown. Hits appear at their usual frequency; 2.3% or so of the library scored in one or more.

SMILES | Efflux pump inh | Fam108B inh | GLD-1 RNA inh | BCLXL inh | EBNA-1 inh | ZTA DNA inh | MEX-5 binding | CR mimetic SO | MCL1 BIM primary
Cc1cc(=O)oc2c3c(cc(OCC(=O)NCc4ccncc4)c12)OC(C)(C)CC3 | 0.1 | 5.1 | -5.4 | 6.6 | 4.4 | -19.4 | 1.6 | 83.2 | 8.6
COc1ccccc1N(C(=O)Cn1nnc(-c2ccc(C)o2)n1)C(C(=O)NC1CCCC1)c1ccncc1 (stereo not given) | 0.5 | -4.4 | 3.1 | -1.9 | 3.7 | 5.6 | 3.6 | 107.5 | -0.2
COc1ccc(C(=O)c2cc([N+](=O)[O-])ccc2N2CCCC2)cc1 | 0.1 | 4.4 | 3.3 | 2.7 | 13.5 | -5.0 | -1.4 | 90.7 | -0.2
COc1ccc(/C=N/N=C2\SCC(=O)N2c2c(C)n(C)n(-c3ccccc3)c2=O)cc1OC | 0.1 | 1.8 | 2.4 | 4.5 | -6.4 | 2.8 | -1.1 | 92.3 | 9.1
Cc1cccc(NC(=O)CNC(=O)COc2ccc(-c3ccc(C#N)cc3)cc2)c1C | -0.3 | -20.8 | -2.8 | 3.4 | -7.7 | -8.0 | 1.4 | 122.3 | 0.0
COc1ccccc1CNC(=O)CN(c1cccc([N+](=O)[O-])c1)S(C)(=O)=O | -0.3 | 0.7 | 1.6 | 6.7 | -11.1 | 2.5 | -4.7 | 109.2 | 3.3
CC(C)(C)c1ccc(OCC(=O)Nc2cccc(S(=O)(=O)NC3=NCCCCC3)c2)cc1 | 0.0 | / | -1.1 | -0.6 | / | -4.0 | / | 125.1 | 1.6
COc1ccc(OCC(=O)OCCN2C(=O)c3ccccc3C2=O)cc1 | 0.1 | -0.2 | 5.2 | 3.1 | 6.0 | -8.0 | -3.2 | 84.1 | 12.6
CCN1CCN(C(=O)c2ccc(C(F)(F)F)cc2)CC1 | -0.1 | 3.5 | 8.7 | 0.6 | -7.2 | -12.7 | 0.7 | 98.4 | -1.5
CC(C)(C)NC(=O)CSC(=Nc1cccc(F)c1)NC#N | 0.0 | -2.1 | -2.4 | -4.2 | 1.2 | 8.0 | 1.0 | 86.1 | -2.2
CON(C)S(=O)(=O)c1ccc2c(c1)N(Cc1ccc(C)cc1)C(=O)C1CCCN21 (stereo not given) | 0.0 | -11.2 | -6.6 | 0.4 | 17.6 | 6.5 | 6.1 | 100.9 | -0.5
CSC1=NSC2=NC(=O)/C(=C\c3ccc(OC(=O)c4ccco4)cc3)C(=N)N12 | 0.1 | 1.1 | -3.6 | -9.5 | -6.5 | -12.9 | -2.8 | 93.9 | -10.3
CCC(C)(C)n1nnnc1C(CC(C)C)N1CCC(C(N)=O)CC1 (stereo not given) | 0.0 | 3.8 | 2.8 | 0.4 | -5.4 | -1.2 | 2.2 | 79.8 | -1.7
Cc1cccc(OCC(=O)Nc2nnc(-c3ccco3)s2)c1 | 0.0 | -7.6 | 2.8 | 3.6 | 10.9 | -5.8 | -1.6 | 95.5 | 20.7
Cc1cc(C(=O)OCC(=O)NC(=O)NC(C)(C)C)c(C)o1 | 0.0 | -5.7 | 3.4 | 1.0 | 5.4 | -0.5 | -1.2 | 101.4 | 3.0
Cc1c(Cc2ccccc2)c(=O)oc2cc(OCC(=O)NCC(O)c3ccccc3)ccc12 (stereo not given) | -0.2 | -0.7 | 0.7 | 4.5 | -2.1 | -5.0 | 1.6 | 91.7 | 6.5
COc1ccccc1C(=O)NNC(=O)c1ccc(NS(=O)(=O)c2cccs2)cc1 | -2.1 | 1.1 | -3.5 | 8.8 | 3.9 | -13.1 | -0.6 | 105.6 | -5.8
COc1cc(/C=N/NC(=O)CC2(C)OCCCO2)ccc1OCc1ccc(Cl)cc1Cl | 0.1 | -4.7 | 3.7 | 1.0 | -5.3 | -3.5 | -2.8 | 109.0 | -1.4
CCOc1cccc(C2C(C#N)=C(N)Oc3cc(C)n(Cc4ccccn4)c(=O)c32)c1OCC (stereo not given) | 0.0 | 2.7 | -2.3 | 3.6 | -0.7 | -14.0 | 1.5 | 103.9 | 1.7
O=c1c2ccccc2nc(COc2ccccc2)n1/N=C/c1c[nH]c2ccccc12 | -0.2 | -0.6 | 5.8 | 1.8 | 19.5 | -10.4 | -5.4 | 102.3 | 1.3
CCOc1ccc2nc(SCC(=O)NCc3ccco3)sc2c1 | -0.1 | -1.4 | -1.2 | -0.9 | -4.2 | -11.0 | 1.9 | 90.3 | 3.7
Cc1cc(C(=O)OCC(=O)Nc2ccccc2F)c(C)o1 | -0.1 | -1.6 | 7.6 | 0.5 | 1.3 | -1.4 | -0.5 | 94.4 | -10.6
NC(=O)C[n+]1cccc(C(=O)Nc2ccccc2)c1 | 0.0 | 0.7 | -0.9 | -9.1 | 0.9 | -4.6 | -0.1 | 112.9 | -18.4
COCC(=O)OCn1nnc2ccccc2c1=O | -0.1 | 6.6 | -4.8 | 5.3 | -12.9 | 2.8 | 2.7 | 101.3 | 4.8
COc1ccc(N/C=C(\C2OC(=O)c3ccccc32)[N+](=O)[O-])cc1 (stereo not given) | 0.1 | -0.8 | -9.7 | 0.8 | -14.7 | -4.1 | -5.4 | 97.6 | -12.1
CCc1ccccc1OCC(=O)Nc1cccc(S(=O)(=O)NC2=NCCCCC2)c1 | -0.2 | / | 1.9 | 0.5 | / | 15.2 | / | 81.0 | 4.6
c1ccc(-c2nc3ccccc3c3nncn23)cc1 | 0.1 | -4.2 | -1.4 | 4.4 | -3.5 | -0.2 | -1.9 | 95.3 | 2.4
O=C(Nc1ccc2nc3n(c(=O)c2c1)CCCCC3)C(=O)N1CCN(c2ccccc2)CC1 | 0.0 | 1.0 | 0.3 | 0.5 | -8.3 | -3.8 | -2.2 | 102.3 | -4.1
O=C(NCCc1ccccc1)C1COc2ccccc2O1 (stereo not given) | 0.1 | 3.2 | 2.2 | 1.5 | 11.6 | -5.2 | -1.0 | 84.9 | 5.1
COc1cc(/C=C2\C(=O)NN(c3ccccc3)C2=O)ccc1OCC(N)=O | 0.0 | -0.5 | 4.2 | 9.7 | -1.0 | -7.5 | 0.7 | 100.6 | 7.9
Cc1cc2cc(OCc3ccccc3)ccc2n1C | 0.1 | 3.7 | -1.3 | 3.7 | -5.9 | 0.1 | -1.8 | 103.2 | 10.4
CCCNC(=O)c1ccc2c(=O)c(O)c(C)[nH]c2c1 | 0.0 | 2.6 | -1.4 | 10.8 | 1.5 | 10.0 | -13.3 | 103.0 | 16.9
CCN1CCN(c2nc3sc4c(c3c3ncnn23)CC(C)CC4)CC1 (stereo not given) | 0.1 | 0.5 | -1.5 | 2.4 | -7.8 | -6.4 | 0.8 | 104.6 | 7.2
O=C(Cc1ccc([N+](=O)[O-])cc1)Nc1ccc(Br)cn1 | 0.4 | 5.6 | -31.6 | -0.5 | -11.6 | 1.0 | 0.4 | 104.9 | -4.0
COC(=O)C1CCN(C(=O)COC(=O)C2CCN(S(=O)(=O)c3c(Cl)cccc3Cl)CC2)CC1 | 0.2 | 1.3 | -3.6 | 2.0 | 0.5 | -8.7 | 2.4 | 90.0 | -8.0
CC(=O)Nc1ccc(C(=O)N/N=C/c2ccc(F)cc2)cc1 | 0.6* | -7.3 | -4.7 | -8.2 | 2.3 | 4.6 | 1.8 | 73.2 | -5.7
CC(=O)Nc1ccc(NC(=O)COc2ccc(Cl)cc2Cl)cc1 | -0.2 | 5.2 | -0.1 | -2.3 | 7.5 | 0.7 | 1.3 | 98.0 | 3.5
N#C/C(=C\c1ccc(OC(F)F)cc1)C(=O)N1CCCCC1 | 0.0 | 5.1 | -1.9 | -0.2 | 10.2 | 7.4 | -1.7 | 97.0 | -3.1
O=C(/C=C/c1ccc(F)cc1)N1CC[C@@]2(O)CCCC[C@H]2C1 | -0.1 | -1.1 | -3.2 | -0.9 | -4.0 | -8.8 | 2.0 | 97.0 | -3.1
CC(Sc1ccccc1)C(=O)NN=C1CCN(C)CC1 (stereo not given) | -0.5 | 3.8 | -0.9 | 3.9 | -2.0 | 5.5 | 1.5 | 103.3 | 3.8

Random excerpt: 2 records from the list.
SMILES | Efflux pump inh | Fam108B inh | GLD-1 RNA inh | BCLXL inh | EBNA-1 inh | ZTA DNA inh | MEX-5 binding | CR mimetic SO | MCL1 BIM primary
CCCNC(=O)c1ccc2c(=O)c(O)c(C)[nH]c2c1 | 0.0 | 2.6 | -1.4 | 10.8 | 1.5 | 10.0 | -13.3 | 103.0 | 16.9
O=C(NCCc1ccccc1)C1COc2ccccc2O1 (stereo not given) | 0.1 | 3.2 | 2.2 | 1.5 | 11.6 | -5.2 | -1.0 | 84.9 | 5.1

As entered above:
MEX-5 binding, Cc1cc2cc(OCc3ccccc3)ccc2n1C : -1.8
MCL1 BIM primary, O=C(NCCc1ccccc1)C1COc2ccccc2O1 (stereo not given) : 5.1

Following part.
SMILES | Efflux pump inh | Fam108B inh | GLD-1 RNA inh | BCLXL inh | EBNA-1 inh | ZTA DNA inh | MEX-5 binding | CR mimetic SO | MCL1 BIM primary
OCCC1CN(Cc2cc(F)ccc2-n2cccn2)CCN1Cc1ccc(F)cc1 (stereo not given) | 0.1 | -0.3 | -4.2 | -1.5 | 4.3 | 9.7 | -1.8 | 105.2 | -2.2
O=C1/C(=C/c2cccnc2)Oc2cc(OS(=O)(=O)c3ccc(Cl)cc3)ccc21 | 0.1 | -4.2 | 2.2 | 4.4 | 5.0 | -2.5 | 1.9 | 107.4 | 5.7
Cc1cc(C)n2cc(COc3ccc4ccccc4c3)nc2n1 | -0.4 | -1.9 | 0.9 | 3.7 | -0.6 | 10.3 | 0.3 | 99.2 | -1.0
O=C(NCC1CCCO1)C1CCN(S(=O)(=O)c2cccnc2)CC1 (stereo not given) | 0.2 | -5.1 | -2.5 | 3.1 | -10.3 | -6.0 | -0.1 | 100.3 | 4.3
O=C(CSC1=N/C(=C/c2ccc(Cl)c(Cl)c2)C(=O)N1c1ccccc1F)NC1CC1 | -0.3 | -15.6 | -0.6 | 3.5 | 0.4 | -23.2 | 0.8 | 103.6 | 3.5
O=C(NCC1CCCO1)C(=O)N/N=C/c1ccc(O)c(Cl)c1 (stereo not given) | -0.1 | 0.3 | 5.1 | 3.7 | 5.2 | -7.2 | -3.2 | 104.1 | 1.7
CCc1ccccc1N1CC23C=CC(O2)C(C(=O)O)C3C1=O (stereo not given) | -0.2 | -3.1 | -4.4 | 4.0 | -7.7 | -4.3 | 0.5 | 98.5 | 4.4
COc1ccc(C(=O)c2nccc3cc(OC)c(OC)cc23)cc1OC | -0.2 | / | 3.0 | 5.2 | / | -30.6 | / | 205.6 | 5.3
CCOCCCNc1c2c(nc3cc(-c4ccc(F)cc4)nn13)CCC2 | 0.0 | 4.1 | 4.9 | 5.4 | 2.8 | -4.1 | 10.1 | 84.8 | 2.2
CCOc1cc(/C=N/Nc2nc3ccccc3[nH]2)cc(Br)c1OCC(=O)N(C)C | 0.1 | 12.8 | 3.9 | 0.8 | -4.7 | 7.1 | 1.6 | 94.0 | 1.5
Cc1c(C(C)(C)C)c(C=S)n2ccccc12 | -0.1 | -0.7 | 7.7 | 16.6 | 13.3 | -4.9 | 0.9 | 106.6 | 22.2
CC(=O)NS(=O)(=O)c1ccc(NC(=O)CCc2ccccc2)cc1 | -2.9 | -1.1 | -2.9 | -0.6 | 0.2 | -16.8 | / | 97.9 | 0.6
CCc1ccc(CN2CCC(n3nccc3NC(=O)C3CCCC3)CC2)cc1 | -0.2 | -4.3 | 6.0 | 1.1 | 10.3 | -11.0 | 0.4 | 106.2 | 2.8
CN1c2ccccc2C(C)(C)C12C=Cc1cc(O)ccc1O2 (stereo not given) | 0.0 | -4.5 | 15.2 | 27.0 | 10.2 | 4.5 | -1.7 | 115.2 | 16.7

Screening data deposited in PubChem BioAssay by several laboratories.
